# Source: PubChem BioAssay (several laboratories)
# KOR beta-arrestin-1 = kappa opioid receptor blockers – cell-based, luminescence, uHTS (AID 1778). KOR beta-arrestin recruitment, luminescence, antagonist mode; higher % means a stronger effect. one-dose inhibition, % at 10 µM; IC50 in µM for titrated hits. hit rate 0.091% among 290,000; further: strong numbers were not always called active
# Yfh1-depleted yeast = mitochondrial function rescue without frataxin homolog – Friedreich's ataxia, plus single-dose screen, dose response (AID 1465); hit rate 0.074% among 220,000; S. cerevisiae Yfh1-off respiration, WST-1 reduction, 72 h; higher fold induction means a stronger effect; one-dose fold induction at 50 µM; EC50 in µM for titrated hits;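 active means fold induction of absorbance versus untreated yeast above a set limit, then at least 30% activation at any dose in follow-up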;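 further: activators that raise dye reduction in frataxin-depleted yeast; strong numbers were not always called active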
# KOR beta-arrestin-2 = kappa opioid receptor activators – cell-based, luminescence, uHTS, primary screen (AID 1777); KOR beta-arrestin recruitment, luminescence; higher % means a stronger effect; hit rate 0.02% among 280,000; one-dose activation, % at 10 µM; EC50 in µM for titrated hits; in the data active means activation above about 50%, passing the limit was not always enough; further: a part of the inactive calls stands beside numbers as strong as those of hits
# West Nile virus CPE = inhibition of WNV-induced cytopathic effect – cell-based, CPE readout (AID 1621). hit rate 0.02% among 290,000. West Nile virus-infected cells, CPE inhibition; higher % means a stronger effect. one-dose CPE inhibition, % at 10 µM; IC50 in µM for titrated hits; in the data active means a potency from the dose series; further: strong numbers were not always called active
# HIV fusion peptide = cell-free HIV fusion peptide-binding blockers – biochemical, uHTS, fluorescence dequenching, primary screen (AID 1986); cell-free peptide binding, fluorescence dequenching, 30 min; higher % means a stronger effect; one-dose inhibition, % at 20 µM; IC50 in µM for titrated hits; hit rate 0.3% among 290,000; in the data active means inhibition mostly above about 52%, no sharp cut-off; inactive means mostly below about 76%; further: some results filed as inactive read as strong as hits
# NOD1 NF-kB reporter = NOD1 signaling inhibitors, primary screen, cell-based, luminescence, uHTS (AID 1578); hit rate 1% among 290,000; inhibition, % at 4 µM, or EC50 in µM where a hit was titrated; NOD1-driven NF-kB luciferase reporter cells, luminescence; higher % means a stronger effect; in the data active means inhibition mostly above about 36%, no sharp cut-off; inactive means mostly below about 34%;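 further: HEK-293T reporter cells stimulated with the NOD1 agonist gamma-tri-DAP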
# NOD2 inhibition = inhibition of NOD2-driven NF-kB reporter – cell-based, luminescence, uHTS, HEK293 (AID 1566); HEK293 NOD2/NF-kB luciferase reporter, luminescence; higher % means a stronger effect; inhibition, % at 4 µM; hits with a dose series show EC50 in µM; hit rate 0.63% among 290,000; further: many of its hits are not listed in these tables
# Dengue-2 NS5 capping = Dengue-2 NS5 methyltransferase inhibitors, primary screen, biochemical, confirmation dose response (AID 588689). Dengue-2 NS5 methyltransferase capping enzyme assay, biochemical; higher % means a stronger effect. one-dose inhibition, % at 25 µM; IC50 in µM for titrated hits. hit rate 0.3% among 340,000; in the data active means a potency from the dose series
# AID2073 = disruptors of CaV2.2 binding to Mint1 – biochemical, HTRF (AID 2073); HTRF protein-protein interaction, Mint1-CaV2.2; higher % means a stronger effect; inhibition, % at 20 µM, or IC50 in µM where a hit was titrated; hit rate 0.19% among 290,000; in the data active means inhibition mostly above about 51%, no sharp cut-off; further: some results filed as inactive read as strong as hits
# Dengue-2 NS5 capping pilot replicate = also measured in Dengue-2 NS5 capping; calls as there; inhibition, %; measured here: pilot screen replicate inhibition
# An asterisk follows results filed as active; i = inactive; nt = not tested or not shown; [ ] = remark or other dose. Unless noted, no stated cut-off is given here; in the data, active means inhibition above about 50%; inactive means the rest. This is a subset; the hit share may differ from the screen's.
SMILES,KOR beta-arrestin-1,Yfh1-depleted yeast,KOR beta-arrestin-2,West Nile virus CPE,HIV fusion peptide,NOD1 NF-kB reporter,NOD2 inhibition,Dengue-2 NS5 capping,AID2073,others
CCOC(=O)c1ccc(NC(=O)c2ccc3c(c2)OCO3)cc1,36%,i,-0.4%,-0.3%,-0.9%,-36%,-8%,1%,-1%,
CCN(CC)S(=O)(=O)c1ccc(C(=O)C(C#N)c2ccccn2)cc1 (configuration not stated),1%,i,-0.7%,-0.5%,3.8%,-15%,6%,-6%,-3%,
CCOc1ccc(C(C)NC(=S)NC2CCCCC2)cc1OCC (configuration not stated),-1%,i,-1.5%,-0.9%,-1.7%,7%,30%,-5%,-3%,
CCC(C)NC(=O)CCc1nnc2ccc(N3CCC(C)CC3)nn12 (configuration not stated),-24%,nt,1.4%,-1.2%,-0.2%,-9%,11%,6%,0%,
COc1cccc(Nc2cc(N3CCOCC3)c3nonc3c2[N+](=O)[O-])c1,4%,i,9.1%,-0.4%,4.7%,-15%,6%,2%,-5%,
O=C(Nc1ccc(F)cc1)C1CCN(C(=O)c2ccc([N+](=O)[O-])cc2)CC1,-26%,i,2.3%,0.3%,0.7%,-4%,8%,4%,-3%,
O=C(Cc1ccccc1)NNC(=S)NC(=O)c1cccs1,-8%,i,0.8%,-0.9%,1.2%,1%,1%,nt,-32%,
O=Cc1cn[nH]c1-c1ccccc1,-16%[20 µM],i,nt,0.5%,-0.9%,-21%,12%,4%,12%,
NS(=O)(=O)c1ccc(CCNC(=O)CN2CCC(Cc3ccccc3)CC2)cc1,-31%,i,6.2%,-0.7%,-0.8%,33%,25%,-5%,-10%,
CCOC(=O)c1ccc(-n2c(=O)[nH]c3ccccc3c2=O)cc1,29%,i,5.1%,0.4%,-1.2%,-26%,5%,-2%,3%,
C/C(Cc1nnn(-c2cc(C)on2)n1)=N\O,0%,i,1.4%,0.0%,-1.2%,0%,15%,nt,-4%,
CSc1ncccc1C(=O)N1CCCC(Nc2ccc(C)c(C)c2)C1 (configuration not stated),6%,nt,6.4%,-1.0%,0.8%,-12%,24%,-1%,-9%,
COc1ccc(/C=C/C(=O)Nc2ccccc2C(=O)O)cc1,-17%,i,-4.0%,0.5%,5.5%,-26%,-77%,-10%,4%,
O=[N+]([O-])c1ccc2nc(CCCO)[nH]c2c1,-17%[20 µM],i,-1.8%,0.1%,0.2%,-27%,12%,nt,12%,
N#Cc1nccnc1S(=O)(=O)c1cccs1,23%,i,-3.0%,-1.9%,-1.9%,-11%,9%,nt,23µM*,
CC(NC(=O)COc1ccc([N+](=O)[O-])cc1)c1ccccc1 (configuration not stated),-7%[20 µM],i,-1.5%,0.9%,-0.1%,-15%,9%,-4%,-6%,
COc1ccc(C2c3cc(OC)c(OC)cc3CCN2C2CC(=O)N(c3ccccc3)C2=O)cc1OC (configuration not stated),9%,i,2.2%,0.2%,-1.6%,-8%,-7%,-6%,2%,
O=C(CN1C(=O)COc2ccc(S(=O)(=O)N3CCCCCC3)cc21)NCc1ccc(F)cc1,13%[20 µM],nt,-6.8%,-1.5%,-0.8%,0%,25%,1%,6%,
Cc1ccc(S(=O)(=O)Nc2nc(N)n(-c3ccccc3)n2)cc1,-44%,i,2.0%,0.6%,-0.6%,-34%,-9%,nt,18%,
COC(=O)c1cc2ccsc2n1CC(=O)N(C)c1ccccc1,21%,i,-1.5%,-0.7%,0.6%,-18%,10%,1%,3%,
CC(C)(C)c1ccc(C(=O)N2CCCC2c2cccs2)cc1 (configuration not stated),-21%,nt,-1.4%,-0.1%,1.1%,-23%,8%,5%,10%,
CSCCCN1CCCC(CO)(Cc2ccc(F)cc2)C1 (configuration not stated),-15%[20 µM],nt,-4.1%,-0.5%,-0.2%,-21%,-12%,-6%,-4%,
CC1(C)CC(O)C(C)(C)N1O (configuration not stated),-28%,i,10%,0.2%,-1.2%,2%,-2%,5%,10%,
CSCCC(NC(=O)c1ccccc1)C(=O)OCC(=O)N(C)CCC#N (configuration not stated),19%,i,-0.7%,0.3%,0.1%,-24%,5%,1%,15%,
Cc1ccccc1C(=O)NNC1=NCCC1,-13%,i,-3.9%,-0.6%,-2.8%,3%,3%,8%,-4%,
# Carrying on.
SMILES,KOR beta-arrestin-1,Yfh1-depleted yeast,KOR beta-arrestin-2,West Nile virus CPE,HIV fusion peptide,NOD1 NF-kB reporter,NOD2 inhibition,Dengue-2 NS5 capping,AID2073,others
O=C(Nc1ccc2c(c1)nc1n2CCN(Cc2ccccc2)C1)NC1CCCCC1,nt,i,nt,-0.1%,-2.4%,3%,2%,-5%,38%,
O=C(COc1ccc(Br)cc1)Nc1ccc(-c2nnc(-c3ccco3)o2)cc1,-11%,i,-0.5%,0.0%,0.8%,-25%,-23%,-9%,12%,Dengue-2 NS5 capping pilot replicate=-4.6
O=C(NC1CCCC1)C1CC(=O)N(c2ccccc2)C1 (configuration not stated),-9%,nt,4.8%,0.1%,0.4%,-1%,2%,-11%,2%,
Cc1cccc(NC(=O)Cn2c(=O)n(CCc3c[nH]c4ccccc34)c(=O)c3cccnc32)c1,-5%,nt,0.4%,nt,0.2%,-24%,17%,nt,14%,
COc1cc2c(cc1OC)-c1nnc(C)n1C(C)(C)C2,-19%,i,11%,0.1%,0.2%,-8%,-6%,-6%,-8%,
Cc1nc(-c2noc(-c3cccc(Cl)c3)n2)c(C(F)(F)F)o1,5%,i,-0.9%,0.2%,0.0%,7%,5%,-4%,-8%,
Cc1noc(C)c1S(=O)(=O)Nc1ccc(C(=O)N2CCCCC2)cc1,-30%,i,4.4%,0.2%,-3.7%,10%,5%,2%,7%,
CCn1cc(CNC(=O)c2cc(-c3ccccc3OC)nc3ccccc23)c(C)n1,21%,i,-2.3%,0.3%,0.7%,-42%,7%,-8%,14%,
Cc1cc(N)c(C)c([N+](=O)[O-])c1C,nt,i,1.9%,-0.6%,-1.5%,14%,9%,-4%,-2%,
COc1ccc(NC(=O)CN(C)S(=O)(=O)c2cccs2)cc1,-24%,i,1.1%,0.1%,2.8%,-5%,-5%,-1%,9%,
COc1ccccc1-c1coc2cc(OC(=O)/C=C/c3ccccc3)ccc2c1=O,-27%,i,0.7%,-0.9%,0.3%,-32%,3%,-5%,9%,
OCCN(Cc1ccccc1)CC1CC=CCC1 (configuration not stated),-8%,i,-2.8%,0.1%,2.6%,-23%,7%,-2%,8%,
COc1ccccc1NC(=O)Nc1cc(C(C)(C)C)nn1C,2%,i,1.4%,0.1%,0.7%,-16%,-7%,-4%,4%,
COc1ccc(N(CC(=O)Nc2cccc(C(=O)O)c2)S(=O)(=O)c2c(C)noc2C)cc1,4%,i,12%,-0.5%,5.8%,-31%,10%,-3%,10%,
CC1=CC2=NC(=O)/C(=C\c3ccc(OC(=O)c4ccco4)cc3)C(=N)N2O1,13%,i,-6.3%,1.3%,-0.1%,-12%,-2%,nt,-15%,
Cc1nonc1OCCCNc1ccc([N+](=O)[O-])cc1Cl,22%,i,-7.4%,0.3%,2.0%,-17%,-36%,-5%,-2%,
COc1ccc(N2CCN(C(=O)c3cc(=O)c4cc(C)ccc4o3)CC2)cc1,-14%,nt,-0.8%,-0.2%,0.1%,3%,2%,-5%,-1%,
COCCN(C(=O)CCCC(=O)Nc1ccccn1)C(C(=O)NC1CCCC1)c1ccc(C)cc1 (configuration not stated),15%,i,67%,-0.2%,1.7%,4%,-3%,-7%,-1%,
CC(C)OP(=O)(OC(C)C)C(NC(=O)c1ccc(Br)cc1)c1ccccc1 (configuration not stated),15%,i,-1.0%,-0.7%,0.6%,6%,9%,0%,-3%,Dengue-2 NS5 capping pilot replicate=-2.1
COc1ccc(CCNC(=O)c2csc3c2CCCC3)cc1,-18%,i,0.3%,-0.9%,-0.8%,-7%,-4%,-2%,7%,
CC1CN(C(=O)CCS(=O)(=O)c2ccccc2)CC(C)O1 (configuration not stated),-36%,nt,-1.4%,0.4%,-0.3%,-24%,-13%,-2%,15%,
CCOC(=O)C1=C(N2CCCCC2)c2cc3c(n2C1=O)CCCC3,13%,i,3.7%,-0.4%,1.0%,-6%,9%,-1%,3%,
COCCNC(=S)Nc1ccc(S(=O)(=O)Nc2ncccn2)cc1,5%[20 µM],i,-0.9%,0.1%,-2.2%,2%,10%,-8%,-2%,
COc1ccc(-n2c(=S)[nH]c3c(sc(=S)n3-c3ccccc3)c2=O)c(OC)c1,-8%,i,-5.7%,0.6%,-0.1%,-20%,20%,-7%,17%,
CCOC(=O)c1cccc(NC(=O)CCc2nc(-c3ccc(C)cc3)no2)c1,-39%,i,-7.1%,-0.5%,3.1%,-28%,-13%,-3%,8%,
COCCNc1nc(SCC(=O)N2CCN(c3ccccc3OC)CC2)nc2ccccc12,4%,nt,15%,nt,0.3%,-30%,12%,-4%,-6%,
Cc1cc(C)cc(NC(=O)CN2CCC(NC(=O)c3ccccc3F)CC2)c1,-19%[20 µM],nt,-4.7%,-2.3%,1.4%,-8%,1%,nt,5%,
Cc1nc(N/N=C/c2ccccc2)nc(N(C)c2ccccc2)c1[N+](=O)[O-],-5%,i,4.6%,-1.0%,0.0%,-12%,-1%,3%,1%,

# Arranged by molecular weight (highest first): 11 of the compounds above.
SMILES,KOR beta-arrestin-1,Yfh1-depleted yeast,KOR beta-arrestin-2,West Nile virus CPE,HIV fusion peptide,NOD1 NF-kB reporter,NOD2 inhibition,Dengue-2 NS5 capping,AID2073,others
COCCN(C(=O)CCCC(=O)Nc1ccccn1)C(C(=O)NC1CCCC1)c1ccc(C)cc1 (configuration not stated),15%,i,67%,-0.2%,1.7%,4%,-3%,-7%,-1%,
COc1ccc(N(CC(=O)Nc2cccc(C(=O)O)c2)S(=O)(=O)c2c(C)noc2C)cc1,4%,i,12%,-0.5%,5.8%,-31%,10%,-3%,10%,
Cc1cccc(NC(=O)Cn2c(=O)n(CCc3c[nH]c4ccccc34)c(=O)c3cccnc32)c1,-5%,nt,0.4%,nt,0.2%,-24%,17%,nt,14%,
O=C(COc1ccc(Br)cc1)Nc1ccc(-c2nnc(-c3ccco3)o2)cc1,-11%,i,-0.5%,0.0%,0.8%,-25%,-23%,-9%,12%,Dengue-2 NS5 capping pilot replicate=-4.6
O=C(Nc1ccc2c(c1)nc1n2CCN(Cc2ccccc2)C1)NC1CCCCC1,nt,i,nt,-0.1%,-2.4%,3%,2%,-5%,38%,
CCn1cc(CNC(=O)c2cc(-c3ccccc3OC)nc3ccccc23)c(C)n1,21%,i,-2.3%,0.3%,0.7%,-42%,7%,-8%,14%,
COc1ccccc1-c1coc2cc(OC(=O)/C=C/c3ccccc3)ccc2c1=O,-27%,i,0.7%,-0.9%,0.3%,-32%,3%,-5%,9%,
Cc1cc(C)cc(NC(=O)CN2CCC(NC(=O)c3ccccc3F)CC2)c1,-19%[20 µM],nt,-4.7%,-2.3%,1.4%,-8%,1%,nt,5%,
CCOC(=O)c1cccc(NC(=O)CCc2nc(-c3ccc(C)cc3)no2)c1,-39%,i,-7.1%,-0.5%,3.1%,-28%,-13%,-3%,8%,
CC1=CC2=NC(=O)/C(=C\c3ccc(OC(=O)c4ccco4)cc3)C(=N)N2O1,13%,i,-6.3%,1.3%,-0.1%,-12%,-2%,nt,-15%,
Cc1cc(N)c(C)c([N+](=O)[O-])c1C,nt,i,1.9%,-0.6%,-1.5%,14%,9%,-4%,-2%,
